High-throughput results (PubChem)
KAT2A inh = qHTS Assay for Inhibitors of GCN5L2; 0.21% of 390,000 active; GCN5L2 HAT assay, ThioGlo1 CoA-SH fluorescence; Histone acetyltransferase KAT2A (Homo sapiens), Q92830; Potency, µM (series often up to 58.9 µM), inactives show at the highest dose activity change, negative = inhibition, actives largely listed as inhibitors
Target sequence (Q92830 whole entry, looked up): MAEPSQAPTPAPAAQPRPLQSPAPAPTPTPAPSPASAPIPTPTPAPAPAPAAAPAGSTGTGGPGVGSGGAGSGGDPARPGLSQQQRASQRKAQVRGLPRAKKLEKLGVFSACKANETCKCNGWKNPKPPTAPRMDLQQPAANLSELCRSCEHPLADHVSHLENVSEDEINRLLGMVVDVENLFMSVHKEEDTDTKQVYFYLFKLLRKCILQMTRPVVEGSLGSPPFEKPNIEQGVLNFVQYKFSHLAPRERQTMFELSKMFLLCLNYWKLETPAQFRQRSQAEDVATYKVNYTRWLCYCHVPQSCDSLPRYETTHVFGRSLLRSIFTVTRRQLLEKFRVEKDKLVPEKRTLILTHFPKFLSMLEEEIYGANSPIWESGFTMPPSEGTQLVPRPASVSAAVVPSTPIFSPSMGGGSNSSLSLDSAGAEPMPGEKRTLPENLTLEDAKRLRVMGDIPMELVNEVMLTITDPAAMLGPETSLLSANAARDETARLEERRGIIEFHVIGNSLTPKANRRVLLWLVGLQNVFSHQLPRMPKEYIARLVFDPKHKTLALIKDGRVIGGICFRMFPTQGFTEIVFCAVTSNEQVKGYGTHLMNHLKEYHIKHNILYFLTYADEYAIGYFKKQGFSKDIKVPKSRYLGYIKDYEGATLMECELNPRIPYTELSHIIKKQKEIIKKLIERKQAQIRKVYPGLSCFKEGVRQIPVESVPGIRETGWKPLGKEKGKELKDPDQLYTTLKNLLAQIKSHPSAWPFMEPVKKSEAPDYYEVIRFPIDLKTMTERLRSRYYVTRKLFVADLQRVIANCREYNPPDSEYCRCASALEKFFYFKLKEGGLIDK
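GCN5L2 (20nM final) in 50mM HEPES, 0.1mM EDTA pH 7.5, 0.01% Tween-20 was preincubated 15 min at room temperature with compound, then given ThioGlo1 (50uM), H3(1-25) peptide (75uM) and acetyl-CoA (70uM); CoA-thiol fluorescence (Ex340/Em540) was read at 0 and 20 min.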
TDP1 cell noCPT = qHTS for Inhibitors of human tyrosyl-DNA phosphodiesterase 1 (TDP1): qHTS in cells in absence of CPT | DT40 Tdp1-/- hTDP1 cells, no CPT, ATP luminescence, 48 h | Potency, µM (doses to about 46.2 µM), without a hit: at the highest dose activity change, negative = growth inhibition, usual class: inhibitors | 15% of 420,000 active | AID 686978, 2013; further: nearly all actives have a fitted effect of over 55% in size
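Luminescent ATP content (CellTiter-Glo) served as the growth readout. Knockout chicken DT40 cells expressing human TDP1 were exposed to compounds without camptothecin for a minimum 48 hr at 37 °C.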
TDP1 inh = qHTS Assay for Inhibitors of Tyrosyl-DNA Phosphodiesterase (TDP1). recombinant TDP1, AlphaScreen DNA substrate cleavage. 0.28% of 350,000 active. AID 485290, 2010. Potency, µM (series often up to 130 µM), for the others: at the top dose activity change, negative = inhibition, actives largely listed as inhibitors; further: nearly all actives have a fitted effect of over 40% in size
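Recombinant human Tdp1 (E. coli-expressed, 1 nM final) preincubated with compounds 15 min at room temperature, then 5'-biotin/3'-phosphotyrosine-FITC DNA substrate (15 nM final) added for 5 min. AlphaScreen beads (10 ug/ml final) added 10 min; cleavage lowers signal.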
An asterisk follows results filed as active; u = inconclusive; x = not tested or not shown; & = joins results of further samples; [ ] = dose if it differs, or a comment. The call rests on the fitted dose curve; in most records, active means well fitted curve in the direction sought with a large enough effect; inconclusive means small, poorly fitted or top-dose-only effect, or another doubt; inactive means no such curve, though single readings can be large; an effect the other way counts as inactive or inconclusive. On the % scale 0 is the no-effect control and ±100 the full control effect; potency means the concentration at half of the fitted maximal effect. Only part of the results is shown; count on the stated rates, not on these rows.

| smiles | KAT2A inh | TDP1 cell noCPT | TDP1 inh |
| --- | --- | --- | --- |
| CCCCOc1ccc(C2C(C(=O)Nc3ccccc3OC)=C(C)Nc3nnnn32)cc1OC (stereo unspecified) | -1.5% | u | 4.2% |
| O=C(NC1CCN(Cc2ccccc2Cl)CC1)c1ccccc1 | -10.5% | u | x |
| Cc1noc(C)c1C(=O)Nc1cccc(S(=O)(=O)N2CCOCC2)c1 | -0.1% | 0.2% | 0.3% |
| CCOc1ccc(Br)cc1S(=O)(=O)Nc1ccc(S(=O)(=O)Nc2cc(C)on2)cc1 | 2.5% | -1.1% | 1.8% |
| CCOC(=O)c1csc(N/N=C2\CCc3ccccc32)n1 | 9.9% | u | x |
| COc1ccc(S(=O)(=O)NCc2cccn2Cc2cccc(C)c2)cc1Cl | 2.2% | u | 8.8% |
| CCCc1cc(=O)n2[nH]c(-c3ccc(Cl)cc3)cc2n1 | -6.5% | u | 3.8% |
| O=S(=O)(NCCC1=CCCCC1)c1cccc(Br)c1 | -14.2% | 18.4µM* | -4.4% |
| CN(C)Cc1c(C(=O)N/N=C/c2ccc(OCc3c(F)cccc3Cl)cc2)nnn1-c1nonc1N | -9.0% | 13µM* | 3.4% |
| COc1ccc(NC(=O)CN2CCCCC2)cc1S(=O)(=O)N1CCCCC1 | -1.5% | 6.4% | 1.2% |
| CC(C)C[C@H](NC(=O)c1[nH]cnc1C(=O)N[C@@H](Cc1ccccc1)C(=O)OCc1ccccc1)C(=O)OCc1ccccc1 | -26.9% | u | x |
| CC(=O)c1ccc2noc(-c3ccccc3)c2c1 | -21.3% | -12.4% | -2.8% |
| COc1cc(/C=C/c2nc(-c3ccccc3O)n[nH]2)cc(OC)c1OC | -4.3% | 14.6µM* | 4.6% |
| Cc1cc(Cl)ccc1NNC(=O)c1snnc1C | -6.4% | u | 2.9% |
| Cc1nc2ccc(C(C(F)(F)F)(C(F)(F)F)C(F)(F)F)cc2[nH]1 | -3.2% | -24.9% | 0.0% |
| COc1cc(NC(=O)c2cc3c(Cl)nc4ccccc4c3s2)cc(OC)c1OC | -5.8% | 8.2µM* | 4.6% |
| CCOC(=O)N1CCC(N2Cc3cccc(C(=O)NCC4CCN(CC(C)C)C4)c3C2=O)CC1 (stereo unspecified) | -3.6% | 3.8% | 3.9% |
| CCN(CC)CC(O)CN1c2ccccc2Sc2ccccc21 (stereo unspecified) | -3.2% | u | x |
| O=C(COc1ccc(Cl)cc1)NCc1n[nH]c(=O)c2ccccc12 | 0.6% | -11.6% | 56.2µM* |
| CCc1ccc(/C=N/NC(=O)c2nnn(-c3nonc3N)c2CN2CCc3ccccc32)cc1 | -9.0% | u | x |
| COc1ccc(-c2nnc(SCC(=O)c3[nH]c(C)c(C(C)=O)c3C)o2)cc1 | -9.5% | 18.4µM* | 2.1% |
| Cc1ccc(CNC(=O)CCCn2c(=O)c3ccccc3n(CC(=O)Nc3ccc(C)c(C)c3)c2=O)cc1 | -2.1% | -19.1% | -2.5% |
| CC1CCCC(C)N1CCCNC(=O)Cn1ncc2c([nH]c3ccccc32)c1=O (stereo unspecified) | -0.5% | 18.9% | 2.3% |
| CCCCCCCCc1nnc(NC(=O)c2ccco2)s1 | -14.1% | 6.3% | 7.0% |
| Cc1ccc(Nc2ccc([N+](=O)[O-])nc2[N+](=O)[O-])cc1 | -7.0% | u | 4.1% |
| COc1ccc(CCNC(=O)CSc2nnc(-c3cccc(C)c3)o2)cc1OC | -1.9% | -1.7% | 6.1% |
| CS(=O)(=O)N1CCc2cc(S(=O)(=O)NCc3ccccc3Cl)ccc21 | 3.4% | -28.7% | 4.4% |
| COc1cc(C(=O)Nc2ccc(N(C)C)cc2)cc(OC)c1OC | -6.0% | u | 6.9% |
| COC(=O)c1ccc(NC(=O)CSc2nnc(-c3cccnc3)o2)cc1 | -4.3% | -0.1% | -0.9%[0.505 µM] |
| COc1ccc(NS(=O)(=O)c2cccc(NC(=O)COc3ccccc3[N+](=O)[O-])c2)cc1 | -3.8% | u | 1.3% |

The last 2 compounds of the section above lead into the next.
| smiles | KAT2A inh | TDP1 cell noCPT | TDP1 inh |
| --- | --- | --- | --- |
| COC(=O)c1ccc(NC(=O)CSc2nnc(-c3cccnc3)o2)cc1 | -4.3% | -0.1% | -0.9%[0.505 µM] |
| COc1ccc(NS(=O)(=O)c2cccc(NC(=O)COc3ccccc3[N+](=O)[O-])c2)cc1 | -3.8% | u | 1.3% |
| CCc1ccc(NC(=O)C(=O)NCCN2CCN(S(C)(=O)=O)CC2)cc1 | -5.4% | 16.0% | 5.1% |
| CCOP(=O)(OCC)C(NC(=O)c1ccc(OC)cc1)c1ccccc1 (stereo unspecified) | -2.8% | 24.6% | 2.7% |
| C=CCn1c(SCC(=O)c2ccc(Br)cc2)nnc1C(CC(C)C)NC(=O)c1cccs1 (stereo unspecified) | -0.4% | u | 5.3% |
| O=c1cc(CSc2nnnn2-c2ccc(O)cc2)nc2sccn12 | -2.9% | u | 3.1% |
| COCCn1c(-c2ccc(Cl)cc2)cnc1SCC(=O)NCCc1ccc(OC)c(OC)c1 | 22.1% | u | 4.2% |
| Nc1nc(NCC2CCC(CNS(=O)(=O)c3cccc4ccccc34)CC2)nc2ccccc12 (stereo unspecified) | -0.2% | x | 18.7%&17.4% |
| COCCCNC(=O)Cc1ccccc1OC | 2.6% | -27.1% | -4.7% |
| CCOc1ccc(S(=O)(=O)Nc2ccccc2C(=O)N(C)C2CCN(C)CC2)cc1 | -2.2% | 17.2% | 0.5% |
| CCOC(=O)N1CCN(C(=O)c2cc(COc3c(F)cccc3F)on2)CC1 | -0.5% | u | 4.4% |
| CC(=O)C(N=Nc1ccccc1)(Sc1nnc(-c2ccccc2)n1-c1ccccc1)C(=O)Nc1ccccc1 (stereo unspecified) | -8.2% | u | 4.0% |
| COc1cc(CN(C(=S)NCC(=O)N2CCCC2)C2CCCC2)cc(OC)c1OC | 3.5% | -11.1% | 2.9% |
| CCOC(=O)c1[nH]c2cc(OC)c(OC)cc2c1NC(=O)c1nonc1C | -7.9% | -20.1% | 0.0% |
| COc1ccc(C(=O)N2CCC(C(=O)Nc3ccccc3OC)CC2)cc1 | -11.1% | -13.4% | 8.4% |
| CCOC(=O)C1(Cc2ccc(OC)cc2)CCN(C(=O)CCn2ccc(C)n2)CC1 | 0.7% | -20.3% | x |
| COc1cc(CNCc2cccs2)cc(Br)c1OC | -7.4% | -18.6% | -4.0% |
| Cn1nc(C(=O)OCc2ccccc2F)c2ccccc2c1=O | -4.5% | -23.5% | 2.4% |
| CC(=O)N1CCN(c2ccc(Oc3ccc([N+](=O)[O-])c(C(F)(F)F)c3)cc2)CC1 | -4.9% | 2.91µM* | 12.4% |
| CC(C)(C)OC(=O)C[C@H]1C/C=C\C[C@H](CC(=O)N[C@H](CO)Cc2ccccc2)C(=O)N[C@@H](Cc2ccccc2)COC1=O | 4.0% | 14.6µM* | -1.9% |
| COc1ccccc1N(C)S(=O)(=O)c1ccc(C(=O)NCC(C)C)cc1 | -2.4% | u | 4.9% |
| CC(C)(C)OC(=O)C(Cc1ccc(OC(C)(C)C)cc1)NC(=O)CNC(=O)OCc1ccccc1 (stereo unspecified) | -7.9% | 11.6µM* | 8.1% |

Further records:
mol,KAT2A inh,TDP1 cell noCPT,TDP1 inh
Cc1ccc(Cn2c(C(=O)NCc3ccccc3Cl)cc3sccc32)cc1,-10.6%,u,3.8%
CC(O)c1nc2ccccc2n1C1CCCCC1 (stereo unspecified),0.2%,u,0.0%
O=C(CN(CC1CCCO1)C(=O)CNS(=O)(=O)c1ccccc1)NCc1ccc(F)cc1 (stereo unspecified),-12.4%,1.2%,0.0%
COc1ccc(OCCN2C(=O)NC3(CCc4ccccc4C3)C2=O)cc1 (stereo unspecified),-2.7%,-21.3%,2.3%
Cc1cc(C)cc(N2C(=O)CC(c3ccc(C(F)(F)F)cc3)C3=C2COC3=O)c1 (stereo unspecified),1.8%,2.8%,-0.6%
COc1ccc(C(=O)CSc2nnc3ccccn23)cc1OC,0.0%,-0.1%,6.2%
C=CCNC(=O)c1onc(CSc2cccc(OCC)c2)c1C(=O)O,-15.5%,8.6%,5.2%
COc1cc(C(=O)Nc2nc(-c3cc(C)ccc3C)c(C)s2)ccc1OCC(=O)Nc1ccc(F)cc1,6.8%,u,7.9%
Cc1ccc2nc(-c3ccccc3)c(CN3CCN(c4ccccc4F)CC3)n2c1,-9.3%,u,8.9%
CN1C(C)(C)CC(=NOC(=O)c2ccccc2)CC1(C)C,-13.3%,-13.3%,-1.0%
O=C(OCC(=O)N1CCCc2ccccc21)c1ccc(F)c(S(=O)(=O)N2CCOCC2)c1,-2.3%,-15.4%,-5.5%
COc1ccc(C2=NN(CCC(=O)NC3CCC(C)CC3)C(=O)CC2)cc1 (stereo unspecified),-9.6%,4.2%,-11.4%
Cc1nc(NC2=NCN(CCCN3CCOCC3)CN2)nc2c(C)cccc12,1.2%,16.4µM*,0.0%
Cc1cc(C(=O)O)ccc1NCc1cccnc1,-18.6%,1.7%,4.3%
CCC(=O)N1CCc2cc(S(=O)(=O)NC(C(=O)NCCc3ccc(C)cc3)C(C)C)ccc21 (stereo unspecified),-3.6%,u,-2.3%
O=[N+]([O-])c1ccc(SCc2c(F)cccc2Cl)nc1,-1.6%,-14.8%,6.3%
O=C(Nc1ccc2cn[nH]c2c1)c1ccc(S(=O)(=O)N2CCOCC2)cc1,-15.4%,-19.1%,-4.9%
CCCCn1c(SC(C)C(N)=O)nc2cc(C(=O)OC)ccc2c1=O (stereo unspecified),u,-17.0%,2.1%
CO[C@H]1[C@H](O[C@H]2O[C@@H](C)[C@@H](O[C@@H]3C[C@](C)(O)[C@H](OC(=O)CC(C)C)[C@H](C)O3)[C@@H](N(C)C)[C@@H]2O)[C@@H](CC=O)C[C@@H](C)[C@@H](O)/C=C\C=C/C[C@@H](C)OC(=O)C[C@H]1OC(C)=O,1.6%[21.4 µM],x,-2.1%[56.1 µM]
c1ccc(-c2[nH]ncc2CN2CCN(Cc3ccc4c(c3)OCO4)CC2)cc1,-8.1%,-25.5%,2.9%
CC(C)=CCCC(C)CN1CCC(n2nccc2NC(=O)c2cccnc2)CC1 (stereo unspecified),-6.3%,u,1.9%
COc1ccc(CNC(=O)Cn2cccc2C(=O)c2ccccc2)cc1,-3.2%,19.8%,4.0%
CCCCCNC(=O)C(C)Sc1ccc(Cl)cc1 (stereo unspecified),-7.2%,-14.0%,1.5%
CCN(CC)C(=O)C1CCCN(Cc2ccccc2)C1 (stereo unspecified),-8.4%,-2.3%,-5.1%
COC(CNC(=O)c1ccc2c(c1)nc(C)n2-c1cccc(F)c1)OC,-0.8%,-3.1%,5.3%
O=S(=O)(c1ccc2nnn(OCc3ccccc3)c2c1)N1CCOCC1,-6.1%,u,x
COc1cc2c(cc1OC)[C@@H](NC(=O)C(C)C)[C@H](OCc1ccccc1)C2,-6.9%,-2.9%,0.1%[56.1 µM]
COc1ccc(-c2nnc(SCc3ccc(C(=O)O)cc3)n2N)cc1,-11.1%,-4.1%,5.0%
CC1CCCN(C(=O)c2cccc(S(=O)(=O)N3CCCC3)c2)C1 (stereo unspecified),0.6%,-9.7%,0.4%
Cc1noc(C)c1S(=O)(=O)NCc1ccc(CN(C)C)cc1,-2.5%,24.8%,1.3%
O=S(=O)(NC1CCCCCCC1)c1ccccc1F,-2.7%,u,-5.9%
CCCCN(CCCC)c1cn[nH]c(=O)c1Cl,2.7%,-17.0%,5.1%[56.1 µM]
CC1(C)Cn2c(nnc2-c2cccc(O)c2)S1,-2.6%,10.3%,-4.7%
CNc1ncnc2c1ncn2[C@@H]1O[C@H](COP(=O)(O)O)[C@@H](O)[C@H]1O,2.2%,x,6.1%
CCCCNC(=O)C1CC(c2c(Cl)cccc2Cl)=NO1 (stereo unspecified),-5.8%,9.2µM*,1.0%

Part of the list above in a different format:
structure: Cc1noc(C)c1S(=O)(=O)NCc1ccc(CN(C)C)cc1
  KAT2A inh = -2.5%	TDP1 cell noCPT = 24.8%	TDP1 inh = 1.3%

structure: O=S(=O)(NC1CCCCCCC1)c1ccccc1F
  KAT2A inh = -2.7%	TDP1 cell noCPT = u	TDP1 inh = -5.9%

structure: CCCCN(CCCC)c1cn[nH]c(=O)c1Cl
  KAT2A inh = 2.7%	TDP1 cell noCPT = -17.0%	TDP1 inh = 5.1%[56.1 µM]

structure: CC1(C)Cn2c(nnc2-c2cccc(O)c2)S1
  KAT2A inh = -2.6%	TDP1 cell noCPT = 10.3%	TDP1 inh = -4.7%
